HCV core dimer – HCV core protein dimerization inhibition; TR-FRET GST/Flag-core106 dimerization, 1536-well; inhibition, % at 5 µM; actives 0.33% (n = 300,000);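 active means inhibition above the mean of all tested compounds plus 3 SD, set per screening campaign, cut at about 45% in these data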
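System: GST/Flag-tagged HCV core106 proteins. Incubation: compound-protein-antibody incubation 4 h at 22.5 °C. Technique: HTRF with 340 nm excitation, 617/671 nm emission. Medium: KF-containing HEPES buffer, pH 7.45, DTT, CHAPS, BSA. Read-out: inhibition (%) from 671 over 617 nm ratio. Also added: Eu(K)-anti-GST 90 ng/mL plus XL665-anti-Flag 1 µg/mL.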
Fh CTSL1 inh – counter-screen for PFM18AAP inhibitors: inhibitors of F. hepatica cathepsin L1. recombinant F. hepatica cathepsin L1, Z-Leu-Arg-MCA fluorescence. inhibition, % at 5.96 µM. actives 0.49% (n = 300,000). AID 1906;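 active means inhibition above the mean of all tested compounds plus 3 SD, set per screening campaign, cut at about 17% in these data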;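 further: 0% = plate median of test compound wells and 100% = 1 µM Z-Phe-Ala-diazomethylketone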
procasp7 counter – counter-screen: procaspase-7 (human) activation; actives 0.093% (n = 330,000); activation, % at 8.5 µM; recombinant procaspase-7, Ac-DEVD-pNA absorbance 405 nm; D23A/D198A/D206A triple mutant, cannot self-cleave; scale: DMSO 0, 5 µM enzyme 100; AID 463210;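 active means percent activation above the screen-wide mean plus 3 SD, cut at about 25% in these data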
Target sequence (P55210 whole entry D23A/D198A/D206A): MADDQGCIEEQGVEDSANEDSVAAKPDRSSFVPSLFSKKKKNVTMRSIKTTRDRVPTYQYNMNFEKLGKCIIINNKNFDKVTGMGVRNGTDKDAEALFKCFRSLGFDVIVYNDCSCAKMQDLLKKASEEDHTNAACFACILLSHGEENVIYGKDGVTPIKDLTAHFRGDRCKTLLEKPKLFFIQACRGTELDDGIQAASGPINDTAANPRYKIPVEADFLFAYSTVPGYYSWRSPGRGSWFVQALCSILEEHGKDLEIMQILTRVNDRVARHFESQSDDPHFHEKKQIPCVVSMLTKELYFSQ
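Assay system – Uncleavable procaspase-7 mutant enzyme · Quantity – 2 µM procaspase-7 mutant as dispensed · Times – 1 h preincubation, 2 h reaction · Dosing – single nominal 8.5 µM compound dose, 0.8% DMSO final · Buffer or medium – Zinc-free 50 mM HEPES buffer, pH 7.4, with NaCl and Triton X-100 · Detection – Epi-absorbance of released pNA at 405 nm, two timepoints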
TPT1 inhibitor – C. albicans TPT1 enzyme inhibition. recombinant caTPT1, FP RNA substrate dephosphorylation. inhibition, % at 5 µM. actives 0.81% (n = 300,000);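 active means inhibition above the mean of all tested compounds plus 3 SD, set per screening campaign, cut at about 24% in these data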;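 further: plate controls were DMSO alone for no effect and ferristatin control at 100 nM for full effect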
PP1 counter – counter-screen for PP5 inhibitors: inhibitors of human PP1-alpha | P62136 | purified PP1alpha, OMFP fluorescence | inhibition, % at 6.7 µM | actives 0.9% (n = 320,000) | AID 2235;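 active means inhibition above the mean inhibition of all tested compounds plus 3 SD, computed separately for each screening campaign, cut at about 15% in these data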
proCasp3 act – procaspase-3 (human) activation. P42574. recombinant procaspase-3 D3A, Ac-DEVD-pNA absorbance 405 nm. activation, % at 8.5 µM. actives 0.11% (n = 330,000). AID 463141;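 active means activation above the mean of all tested compounds plus 3 SD, cut at about 21% in these data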;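 further: 0% = DMSO alone and 100% = DMSO wells spiked with extra 5 µM PC-3 D3A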
Target sequence (P42574 whole entry D9A/D28A/D175A): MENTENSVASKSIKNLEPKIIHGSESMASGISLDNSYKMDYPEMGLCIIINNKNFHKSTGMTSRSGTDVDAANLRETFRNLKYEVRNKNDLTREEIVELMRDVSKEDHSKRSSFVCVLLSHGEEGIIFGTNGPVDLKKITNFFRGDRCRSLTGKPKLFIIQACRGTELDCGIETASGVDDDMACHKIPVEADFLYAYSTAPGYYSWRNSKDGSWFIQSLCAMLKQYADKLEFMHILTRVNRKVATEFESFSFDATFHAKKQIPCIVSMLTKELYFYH
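assay system = Procaspase-3 D3A mutant | signal = absorbance at 405 nm, 0 and 120 min | times = 1 h preincubation plus 2 h reaction at 25 °C | repeats = single replicate | read-out = % activation between DMSO and enzyme-spiked controls | medium = Zinc-free HEPES saline buffer with Triton X-100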
AHR activator – activates the human aryl hydrocarbon receptor; actives 2.5% (n = 320,000); activation, % at 5 µM; AHR-responsive luciferase reporter cells, luminescence; in the data active means activation above about 47%;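 further: 0% = vehicle wells and 100% = reference agonist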
PP5 inh – inhibitors of human protein phosphatase 5 (PP5) | actives 0.18% (n = 320,000) | AID 1987 | inhibition, % at 6.7 µM | purified PP5c, OMFP substrate fluorescence | P53041;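 active means inhibition above the campaign's mean inhibition across all tested compounds plus 3 SD, cut at about 9.5% in these data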;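 further: 0% = DMSO only and 100% = 100 µM cantharidin control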
Target sequence (P53041 whole entry, looked up): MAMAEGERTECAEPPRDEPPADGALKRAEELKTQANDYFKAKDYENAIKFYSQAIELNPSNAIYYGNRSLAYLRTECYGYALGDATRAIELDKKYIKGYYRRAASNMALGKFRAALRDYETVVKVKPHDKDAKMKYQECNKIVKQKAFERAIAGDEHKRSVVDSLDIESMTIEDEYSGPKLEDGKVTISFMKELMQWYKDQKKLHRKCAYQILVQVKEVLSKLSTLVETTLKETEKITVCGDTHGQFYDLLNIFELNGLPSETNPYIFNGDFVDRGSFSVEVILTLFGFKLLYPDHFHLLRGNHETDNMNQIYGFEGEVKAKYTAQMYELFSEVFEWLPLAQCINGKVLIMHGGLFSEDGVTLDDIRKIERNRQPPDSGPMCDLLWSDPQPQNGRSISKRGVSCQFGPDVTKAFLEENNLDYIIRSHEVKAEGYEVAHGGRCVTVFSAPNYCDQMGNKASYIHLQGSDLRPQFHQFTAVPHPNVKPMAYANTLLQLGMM
PAFAH2 inh – PAFAH2 (human) inhibition; Q99487; recombinant PAFAH2, FP-rhodamine activity probe, fluorescence polarization; inhibition, % at 3.39 µM; actives 0.99% (n = 340,000); AID 492956;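 active means inhibition above the mean over all tested compounds plus 3 SD, cut at about 30% in these data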;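 further: inhibitors block probe labeling of enzyme so polarization drops; 0% = enzyme with DMSO and 100% = wells lacking PAFAH2 protein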
The depositor's hits bear a star; nt = not tested or not shown.

SMILES	HCV core dimer	Fh CTSL1 inh	procasp7 counter	TPT1 inhibitor	PP1 counter	proCasp3 act	AHR activator	PP5 inh	PAFAH2 inh
CS(=O)(=O)c1nc(-c2ccccc2)cc(-c2ccccc2)c1C#N	26	5	-6	-6	3	-8	0	5.0	-36
C/C=C/c1ccc(OCCN2CCc3ccccc3C2)c(OC)c1	2	2	-10	0	-1	8	7	0.8	-4
Cc1ccc(S(=O)(=O)N2CCN(C(=O)COC(=O)c3ccc([N+](=O)[O-])o3)CC2)c(C)c1	nt	nt	9	nt	-6	5	-2	0.9	6
O=C(NC1CC1)C1=C[C@H](c2ccc(C(F)(F)F)cc2)C[C@H](OCCCCO)O1	-12	1	7	-6	6	0	100*	-3.9	0
CC[n+]1c(/C=C2/C=C(C)CC(C)C2)sc2ccccc21 (stereo unspecified)	23	0	-31	8	9	-18	6	5.3	-1
CCOc1ccc(C(=O)Nc2nnc(C)s2)cc1OCC	-2	3	14	0	-13	7	50*	1.8	-6
O=C(Oc1ccc(N(C(=O)c2ccncc2)S(=O)(=O)c2cccs2)cc1)c1ccncc1	4	2	6	-5	-5	-2	-1	-1.8	0
COc1ccc(NC(=O)CSc2nccn2Cc2ccco2)cc1OC	0	-1	1	-4	-6	1	12	2.1	0
Oc1ccccc1-c1nnc(SCCN2CCOCC2)n1Cc1ccccc1	2	2	-7	-1	-5	14	16	-0.3	12
CCC(=O)OCC(=O)Nc1cc([N+](=O)[O-])ccc1Cl	-3	-13	1	1	-4	4	0	-1.3	0
CC(=O)N1CCN(S(=O)(=O)c2cccc(C(=O)Nc3ccc4c(c3)OCO4)c2)CC1	15	-4	8	-3	1	-6	12	1.2	-4
COc1ccccc1CN1CCN(C(=O)c2ccco2)CC1	11	1	3	-2	3	3	1	-0.7	-3
COc1cc(SC)ccc1C(=O)Nc1ccncc1	-5	-1	15	-4	1	5	-7	-3.0	5
C=CCN(CC=C)c1cnn(-c2nc3ccccc3[nH]2)c(=O)c1Cl	2	0	-2	-2	-6	4	-7	0.6	10
O=C(CSc1nc2ccccc2c(=O)n1CCCN1CCOCC1)Nc1ccccc1OC(F)F	nt	nt	6	nt	nt	3	-3	nt	4
CCN(CC)S(=O)(=O)c1ccc(Cl)c(NC(=O)COC(=O)/C=C/c2ccc(O)c(OC)c2)c1	-4	-3	1	-2	2	11	0	6.1	75*
COCc1nc2ccccc2n1Cc1ccccc1C	-1	0	-2	2	1	6	1	-0.4	8
O=C(CSc1nc2ccccc2s1)Nc1ccc2c(c1)oc1ccccc12	-3	2	16	1	6	3	14	3.3	-14
CCc1nnc(NC(=O)COC(=O)c2cc(OC)cc(OC)c2)s1	nt	nt	6	nt	nt	8	2	nt	5
O=C(NCC(=O)N1CCN(c2ccccc2O)CC1)c1ccccc1	8	-3	-2	1	-6	-1	1	0.2	9
CCOc1ccccc1N(CC(=O)NC(C)(C)C)C(=O)CCC(=O)Nc1nccs1	6	5	-1	-3	1	4	-2	0.9	-7
O=C(NNc1nc(=O)c2cccnc2s1)c1ccccc1O	-3	6	-11	-1	4	2	49*	-0.6	11
O=C(Nc1ccc(Cl)c(Cl)c1)c1ccccc1	4	2	6	-2	-1	1	102*	2.7	-9
Cc1ccc(S(=O)(=O)N2[C@@H](c3ccc(F)cc3)C(C(=O)O)=CC[C@H]2c2ccc(Cl)cc2)cc1	27	-6	-20	3	11	-3	-1	-2.1	3
CC1CCCCN1C(=O)CSCC(=O)Nc1nc(-c2cccs2)cs1 (stereo unspecified)	10	2	8	-3	3	11	14	1.4	-1
Further results
SMILES	HCV core dimer	Fh CTSL1 inh	procasp7 counter	TPT1 inhibitor	PP1 counter	proCasp3 act	AHR activator	PP5 inh	PAFAH2 inh
COC(=O)Cc1c(C)nc2nc(-c3ccco3)[nH]n2c1=O	-2	1	-2	2	2	6	4	0.9	1
COc1cccc(CNC(=O)CCNC(=O)c2ccco2)c1	0	5	0	1	-2	1	-2	-1.2	7
COc1ccccc1Cn1c(=S)[nH]c2ccc(F)cc2c1=O	8	0	0	-1	5	-3	6	3.0	5
CCCc1cc(C(=O)NNC(=S)NCC)c2ccccc2n1	-2	-2	-4	1	-4	-6	-1	-1.2	-6
CC(NC(=O)CCCn1cc([N+](=O)[O-])cn1)c1ccccc1 (stereo unspecified)	0	-5	-1	-2	-1	-5	-1	1.6	4
CCCCn1c(CN2CCN(C(=O)OCC)CC2)nc2c1c(=O)n(C)c(=O)n2C	-2	1	1	-3	3	9	-4	0.2	0
COc1cccc(NC(=O)CN(C)C(=O)c2cc3c(s2)CCCC3)c1	nt	nt	2	nt	0	-2	8	-1.2	-4
COc1ccc(CCNC2CC(=O)N(C)C2=O)cc1OC (stereo unspecified)	1	1	0	-1	-1	0	0	-3.5	3
CC(C)COP(=O)(c1ccc(N(C)C)cc1)C(O)c1cccnc1 (stereo unspecified)	-5	-1	6	-1	-2	4	-2	3.1	6
Cc1cc(C(=O)N2CCCC(C(=O)c3ccc(Cl)cc3C)C2)no1 (stereo unspecified)	-2	-3	-2	4	0	-3	-3	4.3	-2
O=C(c1cccs1)N1CCN=C1SCc1ccccc1F	-2	-5	7	-3	0	6	-3	-1.6	10
COc1ccc(OC)c(NC(=O)C2CC2c2ccccc2)c1 (stereo unspecified)	5	0	5	4	2	-2	5	1.9	2
COc1cccc(N/C=C/C(=O)c2ccc(Cl)cc2)c1	-5	3	-8	2	-1	-17	7	1.4	-2
N#C/C(=C1\CCCN1)c1ccc2ccccc2n1	8	3	2	5	4	-8	21	-0.1	4
Nc1ccc(N2CCN(C(=O)c3ccco3)CC2)cc1	3	-3	-1	-2	15	-1	-1	0.0	0
COCCNC(=O)c1ccc2snnc2c1	-5	-5	5	-5	1	11	1	-0.5	1
O=C(CSc1nnc(-c2cc3ccccc3cc2O)n1Cc1ccco1)N1CCc2ccccc2C1	14	-1	-16	3	15	-6	1	2.4	-3
CN(C)c1c(N)[nH]c2c(c1=O)c(=O)n(C)c(=O)n2C	5	-1	-5	-2	-2	-1	0	-0.3	-4
CCOC(=O)N1CCN(C(=O)CCc2ccccc2)CC1	-1	3	0	0	-1	-6	2	0.6	4
CC(=O)Nc1ccc(OC(=O)c2c(-c3ccccc3Cl)noc2C)cc1	-11	-2	2	2	-2	-2	0	4.5	8
OC(c1ccc2c(c1)OCO2)c1nccc2ccccc12 (stereo unspecified)	-17	-2	-3	1	-13	2	9	-5.6	-8
COc1ccc(C2C(C(C)=O)=C(O)C(=O)N2c2nc3ccccc3s2)cc1OC (stereo unspecified)	5	10	-4	-4	3	-2	2	-0.4	3
O=C(CCC(=O)N(Cc1ccco1)C(C(=O)NC1CCCC1)c1ccncc1)Nc1cccnc1 (stereo unspecified)	-4	3	-1	0	-2	-2	4	-2.8	-1
COc1ccc(CNS(=O)(=O)c2ccc(-c3ccc(=O)[nH]n3)o2)cc1	-7	5	6	-2	-1	-5	1	-0.5	4
COc1ccccc1NS(=O)(=O)c1ccc(C)c(NC(=O)C2CCCO2)c1 (stereo unspecified)	nt	nt	2	nt	0	-1	0	0.1	0

Shown with values under each structure: part of the list above
Values run as follows: HCV core dimer, Fh CTSL1 inh, procasp7 counter, TPT1 inhibitor, PP1 counter, proCasp3 act, AHR activator, PP5 inh, PAFAH2 inh
- CC(NC(=O)CCCn1cc([N+](=O)[O-])cn1)c1ccccc1 (stereo unspecified)
  0, -5, -1, -2, -1, -5, -1, 1.6, 4
- CCCCn1c(CN2CCN(C(=O)OCC)CC2)nc2c1c(=O)n(C)c(=O)n2C
  -2, 1, 1, -3, 3, 9, -4, 0.2, 0
- COc1cccc(NC(=O)CN(C)C(=O)c2cc3c(s2)CCCC3)c1
  nt, nt, 2, nt, 0, -2, 8, -1.2, -4
- COc1ccc(CCNC2CC(=O)N(C)C2=O)cc1OC (stereo unspecified)
  1, 1, 0, -1, -1, 0, 0, -3.5, 3
- CC(C)COP(=O)(c1ccc(N(C)C)cc1)C(O)c1cccnc1 (stereo unspecified)
  -5, -1, 6, -1, -2, 4, -2, 3.1, 6
- Cc1cc(C(=O)N2CCCC(C(=O)c3ccc(Cl)cc3C)C2)no1 (stereo unspecified)
  -2, -3, -2, 4, 0, -3, -3, 4.3, -2
- O=C(c1cccs1)N1CCN=C1SCc1ccccc1F
  -2, -5, 7, -3, 0, 6, -3, -1.6, 10

(more compounds)
SMILES	HCV core dimer	Fh CTSL1 inh	procasp7 counter	TPT1 inhibitor	PP1 counter	proCasp3 act	AHR activator	PP5 inh	PAFAH2 inh
COc1ccc(OCC(=O)Nc2ccc3c(c2)nc(CN2CCCC2)n3C)cc1	3	-1	-4	0	-1	-8	7	1.1	0
O=C(NCCCN1CCCC1=O)c1ccc2c(=O)n(-c3ccccc3F)c(=S)[nH]c2c1	2	-9	4	0	0	2	-1	-0.3	7
CC(OC(=O)c1nsc(Cl)c1Cl)C(=O)NCc1ccco1 (stereo unspecified)	4	-2	3	-1	2	-1	-1	-1.4	10
CN(C)C(=O)CSc1nnc(CCN)o1	7	-4	4	2	-3	4	0	0.5	-4
CCOc1ccc(N2CC(C(=O)Nc3ccc(OC)c(S(=O)(=O)N4CCCCC4)c3)CC2=O)cc1 (stereo unspecified)	1	-2	11	-1	1	1	3	0.6	6
NC(=O)/C(=C/c1ccco1)NC(=O)/C=C/c1ccccc1	-14	5	-20	2	-8	0	9	2.6	6
COc1ccc(CC(CC(=O)O)C(=O)NCc2ccccc2)cc1 (stereo unspecified)	-2	5	1	-3	-1	2	0	-4.6	-3
O=C(OCn1ncc(Br)c(Br)c1=O)c1ccccc1Cl	-54	5	11	-1	4	-8	12	1.2	-1
Cc1ccc(CN2CCN(Cc3c(C)nn(C(C)C)c3C)CC2CCO)o1 (stereo unspecified)	11	1	4	-3	-1	7	4	-3.1	-3
COc1ccc(Nc2cc(C(=O)N3CCc4ccccc4C3)c3ccccc3n2)c(OC)c1	6	-1	-7	-6	1	-5	55*	3.2	-6
Cc1ccc(CN2C(=NC(=O)CCC(=O)O)SC3CS(=O)(=O)CC32)cc1 (stereo unspecified)	2	-4	7	2	4	9	2	-1.3	-1
O=C(COCc1cc(-c2cccs2)on1)NC1CCCCC1	1	-2	3	-1	1	6	2	0.4	-1
O=C(c1ccco1)N1CCN(Cc2c(Cl)cccc2Cl)CC1	19	0	-2	1	-4	4	-2	-1.6	2
O=C(NC1CCCCC1)C(c1ccc2ncccc2c1)N(Cc1ccccc1)C(=O)c1ccc2c(c1)OCCO2 (stereo unspecified)	9	-1	-13	0	0	4	0	2.7	-2
O=C(O)CN1CCCCCC1=O	0	-1	4	-2	-4	6	4	1.2	5
CCOC(=O)c1nnc2c(Br)c(-c3ccccc3)nn2c1C	2	3	4	0	2	0	-1	1.9	6
CC1CCN(S(=O)(=O)c2c[nH]c(=O)[nH]c2=O)CC1	0	7	3	0	-1	8	-4	-0.8	0
N#Cc1cc(Nc2c(N)nc[nH]c2=O)c([N+](=O)[O-])cc1C#N	2	3	2	-3	1	-5	13	-1.3	-2
Cc1ccc(Cn2c(=N)c(S(=O)(=O)c3ccc(Br)cc3)cc3c(=O)n4ccccc4nc32)cc1	-11	-3	-14	-1	0	5	0	2.2	-1

Source: PubChem
